# Lipid droplet: modulators of hepatic lipid droplet formation; actives 0.4% (n = 240,000); AML12 mouse hepatocytes, oleate lipid droplets, BODIPY imaging; inhibition, % at 6.5 µM;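 active = lipid droplet intensity inhibited by at least 50%, with more than 500 cells counted; inconclusive = wells with under 300 cells, treated as cytotoxic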
#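 Material – mouse AML12 hepatocyte cell line, fixed after treatment · Compound dosing – one dose, 6.5 µM compound · Times – compound with oleate, overnight · Measured by – Image-based BODIPY and DAPI two-channel analysis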
# T cell HTS: T cell immune modulators affecting CD8 T cell-vesicle binding; AID 2052; actives 0.068% (n = 330,000); 2C CD8+ T cell-vesicle binding, flow cytometry; active compounds read low; calls only at 7 µM;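 active = response, share of CD8 T cells binding vesicles, and their 90th percentile fluorescence all below set limits, cut at about 80% in these data, passing the limit was not always enough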
#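 System: murine 2C transgenic CD8+ T lymphocytes; also added: QL9-loaded Drosophila micro-vesicles; times: binding 1.5 h at 37 °C; measured by: flow cytometry, PE anti-B7-1 (FL2) versus Alexa647 anti-CD8 (FL8), PFA-fixed; control set: Peptide-free naked vesicles (low) and QL9 vesicles with 0.7% DMSO vehicle (high)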
# Myeloid diff MLP: compounds promoting myeloid differentiation; ER-HoxA9 myeloid progenitors, lysozyme-GFP differentiation, flow cytometry; calls only at 10 µM; actives 1% (n = 360,000);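 active = normalized GFP-positive differentiation at or above the plate's own cutoff, the solvent-only control mean plus 3 SD; inconclusive = no clear call, values can overlap the other calls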;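 note: cells exposed to compound for four days before flow analysis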
# Dynein cargo inh: blocks dynein driven cargo transport along microtubules; 3617.4 mouse cells, GR-EGFP nuclear translocation imaging; test concentration mostly 20 µM; stimulated with dexamethasone, 1 µM; active compounds read low; z-score, hits read low; actives 0.47% (n = 220,000); AID 1381;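 active = plate z-score of nuclear minus cytoplasmic receptor signal below a set negative limit, without overly bright fluorescence or cell loss, cut at about -3.5 in these data, passing the limit was not always enough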;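 note: z-score of nuclear minus cytoplasmic ring GR-EGFP intensity difference per well; some compounds called inactive have numbers as strong as hits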
#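 Also added: dexamethasone, 1.0 µM final. Medium: tet-free, stripped-serum medium. Detection: fixed, Hoechst-stained cells imaged at 10x for EGFP. Read-out: nuclear-to-cytoplasmic GR-EGFP distribution per well. Times: induction 48 h, compound 1 h, agonist 30 min.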
# MT stabilize HCS: stabilizes microtubules in HeLa cells. % tubulin-high responders, % at 10 µM. actives 0.83% (n = 200,000). AID 2205. HeLa tubulin immunostaining HCS, 24 h; share of cells brighter than vehicle mean+2SD;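 active = plate Z-score above 3 for both tubulin-high and condensed-nucleus cell shares, with cell loss under 80%, at 10 µM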;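 note: anti alpha tubulin signal scored within the nucleus-defined area of each cell; some results filed as inactive read as strong as hits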
# b-catenin transl: modulators of beta-catenin nuclear translocation | nuclear translocation activity, % at 5 µM | AID 1665 | HeLa beta-catenin nuclear translocation, immunofluorescence imaging | actives 0.3% (n = 190,000);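 active = nuclear translocation activity above 50% at 5 µM, with a well cell count of 50 or more; inconclusive = wells under 50 cells across six images, flagged as toxic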;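 note: per-cell ratio of nuclear to cytoplasmic median beta-catenin stain intensity; plate controls were DMSO negative control for no effect and GSK-3 inhibitor IX positive control for full effect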
#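 assay system = human HeLa cells, endogenous beta-catenin | times = compound treatment 24 h, 37°C, 5% CO2 | detection = Anti-beta-catenin immunofluorescence on PFA-fixed, Triton-permeabilized cells, DAPI nuclei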
# TNAP activation fold: human TNAP enzyme activators, primary screen, biochemical, luminescent, no phosphate acceptor, uHTS (AID 1001) | actives 0.03% (n = 200,000) | activation fold at 20 µM, or EC50 in µM where a hit was titrated | purified TNAP, luminescent activation assay, no phosphate acceptor; higher activation fold means a stronger effect; in the data active = activation fold from about 3, or a potency from the dose series; inactive = the rest, 99 in 100 with activation fold below about 1.6; note: many of its hits are not listed in these tables
# Ins promoter up: MIN6 insulin promoter up-regulation; z-score at 5 µM; MIN6 insulin promoter-GFP reporter, high-content imaging; active compounds read high; actives 0.3% (n = 190,000);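 active = z-score above 3 at 5 µM with at least 500 cells counted in the well; inconclusive = wells under 500 cells, flagged as cytotoxic or low count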
# PMI inhibitors: inhibitors of human PMI, primary screen, biochemical, fluorescence intensity, coupled assay (AID 1209); purified PMI enzyme, coupled fluorescence intensity; higher % means a stronger effect; inhibition, % at 20 µM, or IC50 in µM where a hit was titrated; actives 0.42% (n = 190,000); in the data active = inhibition above about 50%;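 note: plate controls were DMSO vehicle for no effect and wells lacking substrate for full effect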
# Dynein cargo inh cytoplasmic EGFP: also measured in Dynein cargo inh; calls as there; z-score; measured here: cytoplasmic GR-EGFP intensity; active compounds read high
# Dynein cargo inh nuclear GR-EGFP: recorded beside Dynein cargo inh, whose call it bears; z-score; measured here: nuclear GR-EGFP intensity;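 lower value marks the stronger effect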
# Dynein cargo inh cell count: further read-out of Dynein cargo inh, marked with its call; z-score; measured here: cell count per field
# Ins promoter up cell count: also measured in Ins promoter up; calls as there; cell count; measured here: cytotoxicity, nuclei count;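 total cells summed across four imaged fields per well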
# Lipid droplet cells 6.5 µM: further read-out of Lipid droplet, marked with its call; cell count; measured here: cell count, cytotoxicity flag;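 cells counted across two imaged fields per well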
# b-catenin transl cell count 5 µM: recorded beside b-catenin transl, whose call it bears; cell count; measured here: cell count, cytotoxicity flag
# T cell HTS vesicle-bound %: second read-out of T cell HTS, no call of its own (marks repeat the call); double positive events, %; measured here: CD8+ vesicle-bound cell fraction;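 binding gate set so that unloaded-vesicle control wells show 10% double positive cells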
# MT stabilize HCS Hoechst-high %: also measured in MT stabilize HCS; calls as there; % Hoechst-high responders; measured here: nuclear condensation Hoechst responders;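 share of cells brighter than vehicle mean plus two SD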
# MT stabilize HCS cytotoxicity %: second read-out of MT stabilize HCS, no call of its own (marks repeat the call); toxicity, %; measured here: cytotoxicity by cell density;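 0% = mean cell density of plate MIN control wells and 100% = no cells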
# Myeloid diff MLP GFP+ MAC1+ %: second read-out of Myeloid diff MLP, no call of its own (marks repeat the call); GFP+ MAC1+ double positive, %; measured here: differentiation confirmed by MAC1 staining
# * hit, by the source's call; i = inactive; u = inconclusive; x = no result given.
molecule	Lipid droplet	Lipid droplet cells 6.5 µM	T cell HTS	T cell HTS vesicle-bound %	Myeloid diff MLP	Myeloid diff MLP GFP+ MAC1+ %	Dynein cargo inh	Dynein cargo inh cytoplasmic EGFP	Dynein cargo inh nuclear GR-EGFP	Dynein cargo inh cell count	MT stabilize HCS	MT stabilize HCS Hoechst-high %	MT stabilize HCS cytotoxicity %	b-catenin transl	b-catenin transl cell count 5 µM	TNAP activation fold	Ins promoter up	Ins promoter up cell count	PMI inhibitors
Cc1nn(-c2ccc(F)cc2)c2nc(N)c(C#N)c(-c3cccs3)c12	-4	682	i	30	i	0.2	-0.79	3.5	0.27	-6.1	2.6	0.4	22	-1.2	1024	1	u	x	14%
CCc1ccccc1NC(=O)N1CCc2ccccc21	12	700	i	13	i	0.1	0.75	-0.14	0.28	-1	x	x	x	-0.2	1344	x	-0.43	1126	x
O=C(CSC1CN(C(c2ccccc2)c2ccccc2)C1)N/N=C/c1ccc(Cl)cc1Cl	x	x	i	30	i	0.7	0.23	-0.18	0.0031	-0.86	x	x	x	0.2	1234	x	-0.01	1432	x
O=C1CC(SC(=Nc2ccccc2)Nc2ccccc2)C(=O)N1c1cccc2ccccc12 (stereo not drawn)	x	x	i	53	i	1.0	2.6	-0.032	1.5	-2.2	1.8	1.2	4.9	-1.2	1343	1.1	0	1578	11%
CCn1c(/C=C/c2c[nH]c3ccccc23)nc2ccccc2c1=O	-8	715	i	47	i	0.8	3.7	-0.12	1.3	-1.1	1.0	2.3	1.7	2.5	995	1	0.08	1442	7%
COc1ccc(C(=O)C2CCCN(Cc3ccc4nonc4c3)C2)c(C)c1 (stereo not drawn)	1	710	i	60	i	0.6	-1.2	-0.24	-0.67	1.2	x	x	x	0.6	1292	x	-0.65	1115	x
CCOC(=O)CNC(=O)CSc1nnc(-c2ccco2)n1Cc1ccco1	x	x	i	12	i	7.7	-0.27	-0.34	-0.54	0.26	3.4	2.0	8.1	-2.2	851	1	1.3	1225	-4%
CC1CC(C)CN(Cc2nc3c(c(=O)n(C)c(=O)n3C)n2CCN2CCOCC2)C1 (stereo not drawn)	x	x	i	6	i	1.0	-0.35	-0.33	-0.41	0.56	5.2	3.6	4.0	0.8	1153	1	0.34	1194	2%
Cc1ccc(S(=O)(=O)NC(CCc2ccccc2)CC(=O)C(C)(C)C)cc1 (stereo not drawn)	x	x	i	44	x	x	0.026	-0.28	0.35	0.47	2.6	2.2	4.5	x	x	1.1	-1.5	1305	14%
CCOc1ccccc1NC(=O)Cn1c(=O)n(CCC(=O)NC2CCCC2)c(=O)c2ccccc21	-29	739	i	45	i	0.3	-0.78	-0.36	-0.12	0.72	0.8	1.0	5.4	x	x	1.2	-0.47	924	1%
O=C(c1ccco1)N(CCCN1CCOCC1)c1nc(-c2ccc(Cl)cc2)cs1	-29	704	i	20	i	8.1	0.35	-0.13	0.95	-0.84	3.7	1.8	9.8	-1.0	1143	1.1	-1.5	1752	13%
COC(=O)c1ccnc(SCC(=O)c2ccccc2)c1	8	651	i	62	i	0.3	0.24	-0.16	-0.23	-1.1	2.9	2.3	2.8	-1.3	1018	1	-3.6	579	-18%
Cc1ccccc1C(=O)OC1OC(=O)C(Cl)=C1Nc1ccc(C(=O)O)cc1 (stereo not drawn)	-2	663	i	53	i	0.9	0.14	-0.16	-0.038	-0.32	2.3	2.2	8.5	2.5	965	1	0.01	1632	-3%
C=CCSc1nc(N)c(C#N)c(-c2ccccc2)c1C#N	x	x	i	14	i	2.0	-0.18	-0.34	-0.0095	0.6	3.7	3.0	5.5	x	x	0.9	-0.32	1222	-11%
O=C(CN1CCOCC1)Nc1cccc(S(=O)(=O)N2CCCCCC2)c1	2	691	i	66	i	0.0	-1.1	-0.2	-0.71	0.84	2.2	2.7	6.4	7.7	796	1	0.51	1647	5%
CCc1nc(SCC(=O)N2c3ccccc3Sc3ccccc32)c2ccccc2n1	x	x	i	39	u	x	0.47	-0.11	0.62	-0.47	5.8	2.9	6.4	-0.9	934	1	-0.71	1087	1%
COc1ccc(C(=O)N2CCCC(CCC(=O)NCc3ccc(F)c(F)c3)C2)cc1F (stereo not drawn)	-1	695	i	45	i	0.4	0.19	-0.33	-0.52	0.9	3.8	2.0	6.0	-0.4	1505	1.1	-0.31	1474	3%
O=C1/C(=C/c2cccs2)SC(=S)N1C1CCS(=O)(=O)C1 (stereo not drawn)	1	684	i	16	x	x	-0.29	-0.25	0.27	0.1	x	x	x	1.3	1293	x	1.1	922	x
O=C1CCCCC1C(O)c1ccc(Cl)cc1 (stereo not drawn)	-17	758	i	36	x	x	-0.76	-0.28	0.0098	1.4	x	x	x	0.5	1380	x	-0.3	990	x
CCOC(=O)C1CCN(C(=O)/C=C/c2ccccc2OC)CC1	-10	698	i	45	i	1.4	-0.56	-0.19	-0.36	0.93	1.6	2.2	5.5	1.4	996	1.1	x	x	5%
CC(=O)NS(=O)(=O)c1ccc(NC(=O)c2ccccn2)cc1	-6	657	i	50	i	1.0	0.3	-0.14	-0.2	0.3	4.0	1.4	5.1	-4.1	1163	1.1	-0.64	1407	-3%
CCN1CCCC1CN=Cc1c(O)n(-c2ccccc2)c(=O)c2ccccc12 (stereo not drawn)	-9	675	i	30	i	2.2	0.64	-0.13	0.52	1.2	1.3	0.9	3.9	x	x	1.1	-0.15	1145	4%
CCc1nc2ccc(C(=O)Nc3cccc(C(C)=O)c3)cc2nc1CC	-24	630	i	52	i	0.8	0.6	-0.23	0.2	-0.83	2.5	2.4	7.1	-2.9	1125	1.1	-0.07	1620	12%
Cc1nonc1NC(=O)CSc1nnc(-c2ccoc2C)n1-c1cccc(Cl)c1	-50	759	i	42	i	0.9	-0.95	-0.15	-1.1	0.44	2.8	2.2	4.7	4.7	462	1	x	x	5%
CN(C(=S)Nc1ccccc1F)C1(c2ccccc2Cl)CCCCC1=O (stereo not drawn)	x	x	i	22	i	0.9	0.11	-0.18	0.92	0.35	2.8	1.7	8.6	-2.3	1376	1	1.1	1515	-5%
O=C(COC(=O)c1cccs1)NCCCc1ccccc1	-8	696	i	26	i	0.6	-0.79	-0.2	-0.59	-0.071	2.1	2.4	4.3	-3.3	1024	1	0.27	1258	-18%
COc1ccc(-c2nc(C#N)c(N3CCC(C(N)=O)CC3)o2)cc1	11	770	i	48	i	1.0	1.6	-0.15	0.79	-1.5	2.3	0.9	9.0	-7.2	1155	1	x	x	9%
Cc1noc(NS(=O)(=O)c2ccc(N/C=C\C(=O)c3ccccc3)cc2)c1C	8	718	i	59	i	0.5	-0.088	-0.28	0.15	0.35	2.8	1.4	2.7	-1.0	973	1.1	0.17	1690	0%
COC(=O)c1c(C)[nH]c(C(=O)N2CCN(c3ccc(OC)cc3)CC2)c1C	-15	662	i	43	x	x	-0.049	0.16	0.0038	-0.79	3.7	1.7	12	-1.3	1185	1	0.52	1310	3%
CCN(C(=O)CSc1nnc(Cn2nnc3ccccc32)o1)c1nc(-c2ccccc2)cs1	x	x	i	38	i	1.0	-0.66	-0.18	-0.38	-0.091	0.8	1.1	3.7	x	x	1.1	-0.36	1005	6%
O=C(CCCNS(=O)(=O)c1cccc2nsnc12)N1CCCCC1	x	x	i	37	i	2.0	-0.41	-0.38	0.0042	0.61	4.5	1.4	2.9	-1.7	1317	0.9	-0.12	1636	-10%
COc1cc(N)ccc1Cc1ccc(N)cc1OC	x	x	i	30	i	1.3	-1.1	-0.17	-0.74	0.51	5.6	2.7	6.1	-3.5	1003	1.1	0.01	1169	3%
COc1ccccc1S(=O)Cc1ccc(C(=O)NCCc2ccc(Cl)cc2)o1 (stereo not drawn)	x	x	i	44	i	2.2	-0.72	0.097	-0.2	-0.55	2.4	4.3	4.8	x	x	1	-0.83	856	9%

# Entries of single compounds, quoted from the list. Values in the order: Lipid droplet	Lipid droplet cells 6.5 µM	T cell HTS	T cell HTS vesicle-bound %	Myeloid diff MLP	Myeloid diff MLP GFP+ MAC1+ %	Dynein cargo inh	Dynein cargo inh cytoplasmic EGFP	Dynein cargo inh nuclear GR-EGFP	Dynein cargo inh cell count	MT stabilize HCS	MT stabilize HCS Hoechst-high %	MT stabilize HCS cytotoxicity %	b-catenin transl	b-catenin transl cell count 5 µM	TNAP activation fold	Ins promoter up	Ins promoter up cell count	PMI inhibitors
# Results for COc1cc(N)ccc1Cc1ccc(N)cc1OC → x	x	i	30	i	1.3	-1.1	-0.17	-0.74	0.51	5.6	2.7	6.1	-3.5	1003	1.1	0.01	1169	3%
# Results for Cc1nn(-c2ccc(F)cc2)c2nc(N)c(C#N)c(-c3cccs3)c12 → -4	682	i	30	i	0.2	-0.79	3.5	0.27	-6.1	2.6	0.4	22	-1.2	1024	1	u	x	14%

# Source: PubChem BioAssay (several laboratories)

# Compounds were not picked by outcome; any-hit rate near 3%.
